Compound activity from PubChem.
SRC1 TRFRET art: TR-FRET detection interference compounds, primary screen, artefact control for PPARgamma SRC-1 recruitment agonists, biochemical, TR-FRET emission ratio. TR-FRET detection artefact counter-screen; active compounds read high. TR-FRET ratio at 8 µM. actives 0.34% (n = 99,000). AID 1051, 2008; in the data active means TR-FRET ratio above about 2300; further: inactives centre near 1800
SRC3 TRFRET art: TR-FRET detection interference compounds, artefact control for PPARgamma SRC-3 recruitment agonists, biochemical, TR-FRET ratio. TR-FRET artefact counter-screen, PPARgamma/SRC-3 format; active compounds read high. TR-FRET ratio at 8 µM. actives 0.39% (n = 99,000). AID 1048, 2008; in the data active means TR-FRET ratio above about 2000; further: inactives centre near 1600
* marks the source's active call; other numbers are inactive results. The list is partial; rates above refer to the full screens.

SMILES	SRC1 TRFRET art	SRC3 TRFRET art
C/C(N)=C(/C#N)C(=O)CSc1nc2cc(Cl)ccc2c(=O)n1Cc1ccco1	1710	1462
COc1ccc(Nc2ccccc2N)cc1	1929	1687
CC1(c2ccccc2Cl)NC(=O)N(CC(=O)NCc2ccco2)C1=O (stereo not drawn)	1566	1504
Cc1ccc(O)c(-c2cc(C(=O)Nc3c(C)n(C)n(-c4ccccc4)c3=O)[nH]n2)c1	1933	1706
COc1ccc(O[C@@H]2O[C@H](COC(C)=O)[C@@H](OC(C)=O)[C@H](OC(C)=O)[C@H]2NC(C)=O)cc1	1901	1533
Cc1nc(S(=O)(=O)Cc2ccc(Cl)cc2)nc2c1CCC2	1796	1576
Cc1c2cnn(-c3ccccc3)c(=O)c2c(C)n1CCCC(=O)N1CCN(c2ncccn2)CC1	1928	1538
CCOC(=O)C1(CCCc2ccccc2)CCN(C(=O)CCC2=NNC(=O)CC2)CC1	1910	1627
Cc1cc2nc(-c3ccc4c(c3)CCC4)ccn2n1	1893	1492
COc1ccc2c(c1)C(SCC(=O)NCCc1ccc(Cl)cc1)CC(C)(C)O2 (stereo not drawn)	1613	1702
COc1ccc(/C=C2/SC(=O)N(CCNC(=O)C3COc4ccccc4O3)C2=O)cc1 (stereo not drawn)	1877	1672
CN(C(=O)Cc1c(C(=O)O)n(C)c2ccccc12)c1ccc(F)cc1	1899	1706
C(=N\Nc1ccccn1)/c1ccc2c(c1)OCCO2	1748	1532
CN(CCc1nc2ccccc2[nH]1)Cc1nc(CC2CC2)no1	1849	1589
Cc1ccc(NC(=O)CSc2nc3ccccc3c(=O)n2CCCC(=O)NCCCN2CCOCC2)cc1	1977	1856
O=C1OC(c2ccco2)=N/C1=C\c1ccc(-c2cccc(C(F)(F)F)c2)o1	1631	1431
CSc1ncccc1C(=O)OCC(=O)c1cccc(Br)c1	1830	1632
CCC(CC)c1nnc(NC(=O)CN2C(=O)c3ccccc3C2=O)s1	1841	1412
C=CCc1ccc(OCCCCNC2CCCC2)c(OC)c1	1944	1555
COc1ccc(C(=O)NCC(=O)NCC(c2ccco2)N(C)C)cc1OC (stereo not drawn)	2030	1624
CCN(CC)S(=O)(=O)c1cccc(NC(=O)COC(=O)c2cccs2)c1	1741	1543
COc1ccc(CNC(=O)CN(c2ccc(OC)cc2)S(=O)(=O)c2c(C)nn(C)c2C)cc1	1789	1692
CCCc1nc2c(c(=O)c3ccccc3n2C)c(=O)n1C1CCCCCC1	2010	1551
COc1ccc(C2=NN(c3nc4ccccc4s3)C(=O)C2)cc1	1648	1545
O=C(Cc1ccccc1)Nc1cccc([N+](=O)[O-])c1	2047	1679

New compounds follow:
SMILES	SRC1 TRFRET art	SRC3 TRFRET art
CCOc1ccc(NC(=O)CCSc2ccc3ccccc3n2)cc1	1796	1766
COc1ccc(NC(=O)COC(=O)Cn2nnc3ccccc32)cc1	2027	1291
CCCn1c(=O)c(C(=O)OCC)c(O)c2cc(Br)ccc21	1789	1695
c1ccc(-n2nnc3cnccc32)cc1	1590	1455
CCOc1ccc(C(C)=O)cc1COC(=O)c1cnc(Cl)c(Cl)c1	1758	1712
COc1cccc(C(=O)NCC2(c3ccccc3)CCCC2)c1	1827	1518
COc1ccc(NS(=O)(=O)c2cccc3nonc23)c(OC)c1	1593	1494
Cc1ccc2nc(N(CCCN(C)C)C(=O)c3ccc(Br)s3)sc2c1	1946	1778
COCc1cc(C)n(CC(=O)NCc2ccccc2)c(=O)c1C#N	1717	1625
N/C(=N\OC(=O)CCCOc1ccccc1)c1ccc([N+](=O)[O-])cc1	1683	1712
S=c1[nH]nc(Cc2noc3ccccc23)n1-c1ccccc1	1707	1336
Cc1ccc(SCC(=O)OCn2nnc3ccccc3c2=O)cc1C	2089	1678
COc1ccc(S(=O)(=O)NC(N)=NCCc2ccccc2OC)cc1	1916	1587
NC(=O)c1cccn(Cc2ccc(C(F)(F)F)cc2)c1=O	1836	1396
C=CCNC(=O)c1ccccc1NC(=O)C1COc2ccccc2O1 (stereo not drawn)	2069	1853
O=C(Oc1ccccc1)c1cccc(N2C(=O)CCC2=O)c1	1877	1767
O=C(CC1C(=O)NCCN1CC1CCCCC1)NCc1ccccc1Cl (stereo not drawn)	1577	1563
O=C(O)/C=C\C(=O)Nc1ccc(N2CCN(c3ccc(Cl)c(Cl)c3)CC2)cc1	1872	1685
CN1CCN(c2ccc(Cl)cc2NC(=O)c2ccc(S(=O)(=O)N3CCCCCC3)cc2)CC1	2048	1756
N#Cc1ccc(OCC(=O)N/N=C(\CCC(=O)O)c2cccs2)cc1	1942	1664
Cc1ccc(C)c(NC(=O)COC(=O)c2cccc3c2C(=O)c2ccccc2C3=O)c1	1788	1751
Cc1ccc(C(=O)N/C(=C/c2ccccc2)C(=O)NCC2CCCO2)cc1 (stereo not drawn)	2130	1769
OCCN1CCN(CCOc2ccccc2-c2ccccc2)CC1	1717	1340
CC(C)Cn1c(N)c(C=O)c(=O)[nH]c1=O	1810	1654
COC(=O)Nc1nc(-c2ccc(F)cc2)c(C)s1	1527	1401

Some of the entries above, set out differently:
The line under a structure holds: SRC1 TRFRET art	SRC3 TRFRET art
N/C(=N\OC(=O)CCCOc1ccccc1)c1ccc([N+](=O)[O-])cc1
    1683	1712
S=c1[nH]nc(Cc2noc3ccccc23)n1-c1ccccc1
    1707	1336
Cc1ccc(SCC(=O)OCn2nnc3ccccc3c2=O)cc1C
    2089	1678
COc1ccc(S(=O)(=O)NC(N)=NCCc2ccccc2OC)cc1
    1916	1587
NC(=O)c1cccn(Cc2ccc(C(F)(F)F)cc2)c1=O
    1836	1396
C=CCNC(=O)c1ccccc1NC(=O)C1COc2ccccc2O1 (stereo not drawn)
    2069	1853
O=C(Oc1ccccc1)c1cccc(N2C(=O)CCC2=O)c1
    1877	1767
O=C(CC1C(=O)NCCN1CC1CCCCC1)NCc1ccccc1Cl (stereo not drawn)
    1577	1563
O=C(O)/C=C\C(=O)Nc1ccc(N2CCN(c3ccc(Cl)c(Cl)c3)CC2)cc1
    1872	1685
CN1CCN(c2ccc(Cl)cc2NC(=O)c2ccc(S(=O)(=O)N3CCCCCC3)cc2)CC1
    2048	1756
N#Cc1ccc(OCC(=O)N/N=C(\CCC(=O)O)c2cccs2)cc1
    1942	1664
Cc1ccc(C)c(NC(=O)COC(=O)c2cccc3c2C(=O)c2ccccc2C3=O)c1
    1788	1751
Cc1ccc(C(=O)N/C(=C/c2ccccc2)C(=O)NCC2CCCO2)cc1 (stereo not drawn)
    2130	1769
OCCN1CCN(CCOc2ccccc2-c2ccccc2)CC1
    1717	1340
CC(C)Cn1c(N)c(C=O)c(=O)[nH]c1=O
    1810	1654
COC(=O)Nc1nc(-c2ccc(F)cc2)c(C)s1
    1527	1401

The results go on.
SMILES	SRC1 TRFRET art	SRC3 TRFRET art
O=C(N/N=C/c1cccc([N+](=O)[O-])c1)c1cc(-c2ccccc2)nc2ccccc12	1851	1473
Cc1noc(C)c1C(=O)NC(C)c1ccc(Cl)cc1Cl (stereo not drawn)	1740	1536
Cc1ccc(-n2cc(-c3ccc([N+](=O)[O-])cc3)[nH]c2=S)c(C)c1	1678	1536
Clc1ccccc1-c1nnc(-c2ccc3c(c2)OCO3)o1	1652	1541
O=C(NCCc1nc2ccccc2[nH]1)c1ccc(Cl)c([N+](=O)[O-])c1	1685	1348
CN1CCN(C(=O)c2ccc(CSc3nc4ccncc4n3Cc3ccc(F)cc3)cc2)CC1	1775	1461
CCOc1cc(/C=N/n2cnnc2)ccc1OS(=O)(=O)c1ccc(C)cc1	1768	1576
CS(=O)(=O)N1CCN(c2ccccc2NC(=O)c2cc(Br)ccc2Cl)CC1	1922	1515
COc1cc(NC(=O)c2ccc(Cl)cc2)c(OC)cc1NC(=O)CN1CCCCC1	1637	1557
O=C(CN1N=C(c2ccc(Cl)cc2)CCC1=O)NCc1cccs1	1716	1362
CCOC(=O)N/N=C/c1ccc(OCCSc2ccc(Cl)cc2)c(OC)c1	1585	1329
c1ccc2c(c1)CCCC2C1=NCCN1 (stereo not drawn)	1733	1770
CCOCc1nnc(NC(=O)c2cccc(OC)c2)s1	1763	1872
COc1cccc(NC=C2C(=O)OC(C)(C)OC2=O)c1	1871	1491
Cn1c(=O)c(C(=O)COc2ccc(C#N)cc2)c(N)n(Cc2ccccc2)c1=O	1949	1723
CCCn1ncc(CN2CCN(Cc3ccsc3)C(CCO)C2)c1C (stereo not drawn)	1697	1624
COCCNC(=O)C(=O)NNC(=O)c1ccccc1OC	1538	1552
CCOc1cc(/C=N/N2CCOCC2)ccc1OCc1ccc(C(=O)OC)o1	1752	1468
Cc1ccc(NC(=O)CN(C)Cc2nc3c(Br)cc(Br)cc3c(=O)[nH]2)cc1	2064	1723
O=C(CN1C(=O)CC(c2ccco2)Sc2ccccc21)Nc1ccc2c(c1)OCCO2 (stereo not drawn)	1863	1721
Oc1ccc2ccccc2c1Br	1781	1415
CN1C(=O)C(Cl)(Cl)C(=O)c2ccccc21	1987	1591
Cc1cccc(NC(=S)/N=C(\N)Nc2nc(C)c3ccccc3n2)c1	1740	1603
O=C(NC(=S)Nc1c(F)cc(F)cc1Br)c1ccc2c(c1)OCCO2	1924	1490
COc1ccccc1NC(=S)N/N=C1\CC(C)(C)Oc2ccc(O)cc21	1893	1608

Following part:
SMILES	SRC1 TRFRET art	SRC3 TRFRET art
Cc1ccc(C(=O)CSc2nc3ccccc3c(=O)n2N)o1	1894	1477
COc1ccc(C(=O)NCc2cc(C)nc3ccccc23)cc1OC	1484	1471
COc1ccc(-n2c(C)nc3sc4c(c3c2=O)CCC4)cc1	1515	1662
O=S(=O)(c1cccc(NC(=S)NCc2ccco2)c1)N1CCOCC1	1425	1443
CCOC(=O)C1=C(c2ccccc2)NC(SC)=C(C#N)C1c1cccnc1 (stereo not drawn)	1532	1369
O=C1CN(C(=S)Nc2ccc(OC(F)F)cc2)CCN1	1653	1283
NC(=O)CN1CCN(S(=O)(=O)c2ccc(Cl)cc2)CC1	2040	1860
C(=N\Nc1nc2ccccc2[nH]1)/c1ccncc1	1761	1586
Cc1ccccc1NCC(=O)N/N=C/c1c[nH]c2ccccc12	1765	1468
CCOC(=O)c1c(C)n(C)c2cc(Br)c(OC)cc12	1575	1585
Cc1nn(CC(=O)N2N=C(C(F)F)CC2(O)C(F)F)c(C)c1[N+](=O)[O-] (stereo not drawn)	2061	1565
Cc1cc(C(=O)COc2ccccc2[N+](=O)[O-])c(C)n1-c1cccc(S(=O)(=O)N2CCOCC2)c1	1628	1515
CCCCCN1CSC(=S)N(Cc2ccccc2)C1	1770	1394
O=C(NCc1ccccc1Cl)c1ccc(-c2ccccc2)cc1	1902	1595
CCOc1ccc(N(CC(=O)Nc2ccc(C)c(C)c2)S(=O)(=O)c2c(C)noc2C)cc1	2094	1713
Cc1occc1C(=O)N=Nc1c(O)[nH]c2ccc(Br)cc12	1855	1571
CCNC(=S)Nc1scc(-c2ccccc2)c1C(=O)OCC	1998	1869
Cc1cc(C)n2c(SCC(=O)NC3CCCCC3C)nnc2n1 (stereo not drawn)	1806	1675
Cc1ccc(C(=O)NNC(=O)c2cccc(S(=O)(=O)N3CCN(c4ccccc4)CC3)c2)cc1	1721	1510
CC(OC(=O)CNC(=O)C12CC3CC(CC(C3)C1)C2)C(=O)Nc1ccc(S(N)(=O)=O)cc1 (stereo not drawn)	2095	1493
Cc1cccc(C(=O)N2CCC(Cc3ccccc3)CC2)c1[N+](=O)[O-]	1957	1412
C=CCOc1cccc(/C=N/NC(=O)CN(c2cc(Cl)ccc2OC)S(=O)(=O)c2ccc(C)c([N+](=O)[O-])c2)c1	1994	1496
CCCCCCCCn1c2c(c(=N)c3ccccc31)CCC2	1705	1559
CC(C)(C)c1ccc(/C=C2\SC(=O)N(CCNC(=O)c3cccc(S(=O)(=O)N4CCOCC4)c3)C2=O)cc1	1944	1645
C/C(=N\NC(=O)c1nc2ccccn2c1C)c1ccco1	1793	1886

Further records:
SMILES	SRC1 TRFRET art	SRC3 TRFRET art
COC(=O)N/N=C(\C)c1ccc(C)c([N+](=O)[O-])c1	1808	1533
CCCOc1ccc(N/C=C/C(=O)C(C)(C)C)cc1	1766	1371
CCN(CC)S(=O)(=O)c1ccc(N2C(=O)Nc3ccccc3N2O)cc1	1825	1561
COC1=C(Nc2ccc(C)cc2)C(=O)c2ccccc2C1=O	1518	1697
O=C(C[n+]1cccc(CNC(=O)c2ccc(OC(F)F)cc2)c1)Nc1cccc(C(F)(F)F)c1	1820	1597
COc1ccc(S(=O)(=O)N(C)C)cc1NS(=O)(=O)c1ccc(F)c(F)c1F	1737	1442
O=C(COC(=O)Cc1ccc(Cl)cc1Cl)Nc1ccccc1OC(F)F	1917	1682
CCC1(C)CC(CCN(Cc2ccco2)C(C)=O)(c2ccccc2)CCO1 (stereo not drawn)	1715	1296
O=C(OCc1cccc([N+](=O)[O-])c1)c1cccnc1	1817	1757
CCCCCCCCNC(=O)CC(NS(=O)(=O)c1ccc(NC(C)=O)cc1)C(C)C (stereo not drawn)	1924	1753
CC1CCN(S(=O)(=O)c2ccc(NC(=O)c3cccs3)cc2)CC1	1801	1371
COC(=O)[C@H](CC(C)C)NC(=O)Nc1cccc(Br)c1	1524	1552
Cn1c(CN2CCOCC2)nnc1SCc1cccc(F)c1	1744	1506
CCOC(=O)N1CCC(=NNc2ccnc3cc(Cl)ccc23)CC1	1590	1600
Nn1c(Cc2ccccc2)n[nH]c1=S	1969	1580
O=C(CSc1nnc2scc(-c3ccccc3)n12)NCc1ccco1	1928	1766
Cc1ccc(Cn2nnc(C(=O)Nc3cccc(C)c3C)c2N)cc1	1758	1462
CC(C)NC(=O)Cn1cc(C(=O)C2CC2)c2ccccc21	1774	1680
C(=N\Nc1nc2ccccc2[nH]1)/c1c[nH]c2ccccc12	1950	1819
COc1ccc2c(c1)O[C@@H](c1cccc(C(F)(F)F)c1)[C@H](OC(=O)Nc1ccc(OC(F)F)cc1)C2=O	1750	1515
CCCCCc1c(O)nc(SCCN(CC)CC)[nH]c1=O	1990	1751
CCN1CCN(CCC(=O)Nc2ccc(Br)cc2)CC1	1922	1636
O=C(CSc1nn(-c2ccc(F)cc2)c(=S)s1)NC1CCS(=O)(=O)C1 (stereo not drawn)	1797	1598
